DDE Tn6 FP inh – DD(E)-Tn6 binding inhibition, primary FP screen; inhibition, % at 8.3 µM; Fibrin DD(E) TRITC-Tn6 fluorescence polarization displacement; P02675; 370,000 compounds, 0.21% hits; AID 720509;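 active = inhibition above a per-campaign cutoff: mean of compounds within control limits plus 3 SD, cut at about 15% in these data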;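 note: 0% = median of all compound wells on the plate and 100% = blocking peptide control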
Target sequence (P02675 whole entry, looked up): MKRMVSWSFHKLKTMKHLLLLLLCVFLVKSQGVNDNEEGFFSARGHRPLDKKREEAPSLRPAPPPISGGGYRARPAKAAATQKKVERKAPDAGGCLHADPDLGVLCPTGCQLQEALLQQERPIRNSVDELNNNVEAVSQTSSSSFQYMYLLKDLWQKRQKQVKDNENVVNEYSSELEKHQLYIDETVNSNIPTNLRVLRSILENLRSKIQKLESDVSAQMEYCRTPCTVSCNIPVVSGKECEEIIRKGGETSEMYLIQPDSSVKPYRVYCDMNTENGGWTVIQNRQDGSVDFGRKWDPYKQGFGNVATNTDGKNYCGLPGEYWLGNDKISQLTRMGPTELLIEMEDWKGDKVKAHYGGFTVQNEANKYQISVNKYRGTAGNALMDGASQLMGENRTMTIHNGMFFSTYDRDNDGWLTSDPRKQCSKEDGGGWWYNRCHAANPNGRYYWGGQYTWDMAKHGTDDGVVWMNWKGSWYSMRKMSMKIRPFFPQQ
SIAE primary – inhibitors of human sialic acid acetylesterase SIAE; inhibition, % at 9.66 µM; SIAE FP-Rh probe binding, fluorescence polarization; 370,000 compounds, 0.69% hits; Q9HAT2;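 active = inhibition above a cutoff: mean of compounds within the control limits plus 3 SD of those, cut at about 17% in these data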;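 note: 0% = plate median of compound wells and 100% = probe without SIAE protein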
Target sequence (Q9HAT2 whole entry, looked up): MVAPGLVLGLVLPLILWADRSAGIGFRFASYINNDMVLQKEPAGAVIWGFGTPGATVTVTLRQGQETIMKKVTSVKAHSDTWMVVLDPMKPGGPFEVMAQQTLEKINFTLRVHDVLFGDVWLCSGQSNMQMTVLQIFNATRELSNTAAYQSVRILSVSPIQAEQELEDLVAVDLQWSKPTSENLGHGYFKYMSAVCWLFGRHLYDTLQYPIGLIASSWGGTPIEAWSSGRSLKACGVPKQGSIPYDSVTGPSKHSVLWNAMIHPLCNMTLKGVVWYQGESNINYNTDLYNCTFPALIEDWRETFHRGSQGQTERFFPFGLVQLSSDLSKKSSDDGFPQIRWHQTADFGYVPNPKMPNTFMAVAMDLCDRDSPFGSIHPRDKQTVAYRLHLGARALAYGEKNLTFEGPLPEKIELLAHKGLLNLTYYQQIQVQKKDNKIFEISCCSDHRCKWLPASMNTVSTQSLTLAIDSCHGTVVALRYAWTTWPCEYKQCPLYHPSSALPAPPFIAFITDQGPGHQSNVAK
PRMT1 FP inh – blocks human protein arginine methyltransferase 1; Q99873; recombinant PRMT1, activity-based probe fluorescence polarization; inhibition, % at 2.79 µM; 370,000 compounds, 1.3% hits; AID 652257;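 active = inhibition above about 21% made by adding two undisclosed values, limit read from the data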
TDP2 inh – blocks human TDP2 phosphodiesterase activity; 370,000 compounds, 0.34% hits; AID 720702; O95551; recombinant TDP2, T5PNP hydrolysis, p-nitrophenol absorbance 415 nm; inhibition, % at 12.8 µM;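 active = inhibition above the mean of all tested compounds plus 3 SD, set per campaign, cut at about 25% in these data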;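 note: 0% = DMSO with enzyme and 100% = buffer with substrate but no TDP2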
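Assay system: Recombinant human TDP2 | Quantity: 120 nM TDP2 per well | Incubation: 2 h at 37 °C | Signal: Epi absorbance | Evaluation: Percent inhibition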
TCR CD3 inh – inhibitors of human TCR-CD3 interaction | inhibition, % at 9.4 µM | 360,000 compounds, 0.37% hits | TAMRA-labeled TCR probe fluorescence, biochemical; in the data active = inhibition above about 19%;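 note: recombinant mutant TCR 2C K166C tagged with TAMRA read by polarization; 0% = receptor in buffer alone and 100% = receptor with positive control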
proKLK7 act – activates the human kallikrein-7 zymogen; 370,000 compounds, 0.9% hits; P49862; purified proKLK7, EDANS-DABCYL substrate fluorescence; 100% is mature enzyme control, 0% vehicle; AID 652039; activation, % at 7 µM;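 active = activation above the mean of all tested compounds plus 3 SD, computed per campaign excluding outliers beyond control limits, cut at about 13% in these data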
DDE Tn7 FP inh – inhibitors of Tn7 peptide binding to human fibrin DD(E); FP displacement of FITC-Tn7 peptide from fibrin DD(E); 0% = median of compound wells per plate; inhibition, % at 8.3 µM; 370,000 compounds, 0.13% hits; AID 720508;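 active = inhibition above the mean of compounds falling within the control limits plus 3 SD of them, cut at about 14% in these data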;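 note: 0% = plate median of compound wells and 100% = 10 µM Aha-Tn7 peptide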
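Assay system: Human clot-derived fibrin DD(E) complex | Buffer or medium: Tris/NaCl/CaCl2 buffer, pH 7.8 | Repeats: One replicate per compound | Benchmarks: Aha-Tn7 high control | Measure: % inhibition scaled between sample-field median and high-control FP | Schedule: 10 min plus 3 h, room temperature | Signal: Fluorescence polarization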
LEDGF integ inh – blocks HIV-1 LEDGF/p75-dependent DNA integration | 370,000 compounds, 0.64% hits | inhibition, % at 3.7 µM | TR-FRET IN-LEDGF/p75 DNA integration, Eu/Cy5;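 active = inhibition above the screen-wide mean plus 3 SD, cut at about 13% in these data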;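 note: signal is the Cy5 over europium emission ratio at 671 and 618 nm; 0% = plate median of compound wells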
UHRF1 MBD2 ctr – human UHRF1 methylated DNA binding inhibitors; inhibition, % at 4.4 µM; UHRF1 binding to methylated oligo, TR-FRET; Q96T88; 370,000 compounds, 0.75% hits; in the data active = inhibition above about 21%;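 note: UHRF1 SRA domain binding a hemimethylated CpG hairpin DNA probe; 0% = median of test compound wells and 100% = reference inhibitor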
MBD2 inh – blocks human MBD2 binding to methylated DNA. TR-FRET, MBD2 binding to methylated oligonucleotide. Q9UBB5. inhibition, % at 4.4 µM. AID 686964. 370,000 compounds, 0.31% hits; in the data active = inhibition above about 13%
An asterisk follows results filed as active. Hits appear at their usual frequency. About 4.6% of those tested had a hit in this group.

SMILES | DDE Tn6 FP inh | SIAE primary | PRMT1 FP inh | TDP2 inh | TCR CD3 inh | proKLK7 act | DDE Tn7 FP inh | LEDGF integ inh | UHRF1 MBD2 ctr | MBD2 inh
CCOc1ccc(C2/C(=C(/O)c3ccc4c(c3)CC(C)O4)C(=O)C(=O)N2CCCn2ccnc2)cc1OCC (configuration not stated) | 6 | -5 | 1 | 5 | -4 | -0.1 | -5 | 3 | -6 | -1
CN(C(=O)c1ccc(NC(=O)Cc2ccc(NC(=O)C3CCCN(C(=O)C4CCCC4)C3)cc2)cc1)C1CCCC1 (configuration not stated) | 1 | -1 | 3 | -1 | 1 | 0.1 | -2 | 1 | -2 | -2
COc1ccc(OC)c(C(=O)NC(CC(N)=O)c2ccc(N3CCN(c4ccccn4)CC3)c([N+](=O)[O-])c2)c1 (configuration not stated) | -3 | 8 | 0 | 12 | -2 | -0.1 | 1 | -4 | -3 | 3
CC1(C(=O)NS(=O)(=O)c2ccc(C#N)cc2)CCN1C(=O)c1cccc(F)c1 (configuration not stated) | 3 | 2 | 6 | 2 | 1 | 0.2 | 2 | -2 | 2 | 6
CN(CC(=O)Nc1cccc(F)c1)C(=O)C1CC(=O)N(CCc2ccccc2)C1 (configuration not stated) | -4 | 5 | 4 | -12 | -3 | -0.2 | -4 | -8 | 1 | 3
Cc1ccc(NCCC(=O)c2ccc(Cl)c(Cl)c2)cc1 | 0 | 6 | 8 | -6 | 0 | 0.5 | -2 | -2 | 0 | -3
Cc1cccc(-c2noc(C3CCCCC3)n2)c1 | -3 | 5 | 0 | 9 | -1 | 0.5 | -3 | 3 | 12 | -1
CCOC(=O)/C=C/C(=O)OCC(=O)NC(c1ccccc1)c1ccccc1 | 6 | -7 | 9 | 0 | 1 | -0.1 | 8 | -7 | 2 | -3
O=C(NCc1ccncc1)/C(=C\c1ccc(F)cc1)NC(=O)c1ccccc1 | 4 | -6 | 1 | -8 | -9 | 0.1 | 4 | -5 | 4 | 2
O=C(Nc1scc(-c2ccccc2)c1C(=O)O)c1ccc(F)cc1 | -7 | -1 | -1 | -3 | -11 | -0.1 | -4 | 14* | 5 | 2
O=C(COC(=O)COc1ccccc1F)NCc1ccco1 | 2 | -2 | 2 | -1 | 3 | 0.7 | -6 | -1 | -2 | -2
c1ccc(-c2nc(N3CCCCC3)nc3ccccc23)cc1 | 2 | -5 | 3 | -4 | -10 | 22* | 5 | 5 | 2 | 3
CC1CN(C(=O)c2cn3ccccc3n2)CC(C)O1 (configuration not stated) | 0 | 2 | 3 | 13 | 10 | -0.2 | 1 | -1 | -1 | 0
COc1ccc(/C=C(/NC(=O)c2ccccc2)C(=O)N/N=C/c2cccs2)cc1OC | 0 | -4 | 0 | -5 | 2 | 1.1 | -5 | -1 | -5 | -6
CN(C)c1ccc(CC(=O)c2nc3ccccc3s2)cc1 | 3 | 5 | 4 | 10 | 3 | -0.3 | -4 | 1 | -11 | -3
COc1ccc(/C=N/n2c(SC)nnc(C(C)(C)C)c2=O)c(OC)c1 | 7 | 0 | 1 | 0 | -2 | 0.3 | 0 | -4 | 0 | 0
CSCCC(NC(=O)c1ccco1)C(=O)NCC(C)(C)N1CCOCC1 (configuration not stated) | 1 | -4 | -3 | 2 | -9 | 0.4 | 1 | 3 | 6 | 1
O=C(NCc1ccncc1)C1=NN(c2ccccc2)C(=O)CC1 | -2 | -1 | -3 | -5 | 5 | 0.6 | 0 | 5 | -1 | 0
CC(C)NC(=S)NC(=O)c1ccc(-c2ccccc2)cc1 | -2 | -9 | 5 | -2 | 0 | 0.1 | 4 | -6 | 2 | 3
CN(Cc1c(C(=O)N/N=C/c2cccc(F)c2)nnn1-c1nonc1N)c1ccccc1 | -2 | -5 | -4 | 2 | 3 | 0.2 | -2 | 4 | -5 | 2
CC(C)(C)c1ccc(C(=O)NCC(=O)N/N=C/c2cccnc2)cc1 | 2 | 9 | 2 | 12 | 1 | -0.1 | 4 | 2 | 0 | -6
Cc1ccc(S(=O)(=O)C2(C(=O)Nc3nccs3)CC2)cc1 | -4 | 1 | -2 | 1 | 9 | 0.0 | 4 | 3 | 0 | -9
CCOC(=O)C1=C(C)NC(C)=C(C(=O)OCC)C1C1=COCCO1 | 0 | 6 | 0 | 7 | 5 | -0.2 | 13 | 0 | 0 | -1
Cc1cc(C)nc(NC(=O)c2ccc(OC(C)C)cc2)n1 | 11 | 3 | -1 | 16 | 12 | -0.7 | 10 | -2 | -2 | 2
COC(=O)Cc1c(O)ccn(Cc2ccc3c(c2)OCO3)c1=O | -4 | 4 | 7 | -3 | -9 | -0.5 | 2 | 2 | 2 | 8
Cc1ccc(S(=O)(=O)NNC(=O)c2ccncc2)cc1 | 1 | 1 | 1 | 2 | -6 | -0.7 | 4 | -4 | 5 | 23*
Cc1cc(C)n(CCC(=O)Nc2ccc(-c3ccno3)cc2)n1 | 3 | 4 | -2 | 2 | -1 | 0.6 | 4 | 1 | 0 | -2
c1ccc2c(-c3cnc4cccnn34)cncc2c1 | -1 | 7 | 0 | 6 | -1 | 25* | -1 | 0 | -2 | -1
CCCNC(=O)c1cc2c(C(F)(F)F)nn(C)c2s1 | -2 | 2 | -1 | -1 | 10 | 0.5 | -2 | 3 | -2 | 1
N#C/C(=C/c1ccc(CNC(=O)C(=O)Nc2cc(Cl)cc(Cl)c2)o1)C(=O)NCc1cccnc1 | -1 | 9 | 1 | 4 | 5 | -0.2 | 3 | -4 | 2 | -2
CN(C)c1ccc(NC(=O)c2sc(SCC(=O)Nc3ccc(Br)cc3)nc2N)cc1 | 2 | 6 | 5 | -2 | -2 | 0.0 | 3 | -2 | 0 | 7
Cc1c(OC(C)C(=O)NCC2CCC(C(=O)O)CC2)ccc2c1oc(=O)c1ccccc12 (configuration not stated) | -1 | 0 | 7 | 4 | -10 | 0.1 | 2 | 1 | 1 | -2
CC(C)/C=N/Nc1nc(-c2ccc(Br)cc2)cs1 | -10 | 18* | 1 | 9 | 8 | -0.1 | -8 | -2 | -2 | 1
Cc1ccc(-c2nnc(NC(=O)CCS(=O)(=O)c3ccccc3)o2)c(C)c1 | 7 | 4 | 0 | -11 | -6 | 0.1 | 1 | -3 | 3 | -2
Cc1ccc(S(=O)(=O)c2nc(-c3ccco3)oc2NCC2CCCO2)cc1 (configuration not stated) | -1 | 8 | 8 | 2 | 2 | -0.1 | 4 | -3 | 1 | -5
Cc1ccc2c(c1)NC(=O)C(CC(=O)NCc1cccnc1)O2 (configuration not stated) | -6 | 2 | 6 | 1 | 4 | -0.4 | 8 | -2 | -2 | -4
C/C(=N\NC(=O)c1ccc(O)cc1)c1ccc2c(c1)Nc1ccccc1S2 | 7 | 10 | 5 | -4 | -6 | 1.0 | -5 | -10 | -2 | -4
COc1ccc(NC(=O)N(C)C[C@H]2Oc3ccc(NC(=O)NC4CCCCC4)cc3C(=O)N([C@H](C)CO)C[C@@H]2C)cc1 | 2 | 1 | -3 | -5 | 5 | 1.2 | -3 | 0 | -5 | -5
O=S1(=O)N[C@H](Cc2ccccc2)COc2cccc(N3CCN(Cc4ccccc4F)CC3)c21 | 8 | -3 | -3 | 4 | -4 | 0.6 | -2 | 2 | 0 | 0
Cc1nnc(SCC(=O)Nc2ncc3c(n2)CCCC3=O)s1 | -10 | -4 | 4 | -10 | -2 | 0.3 | 5 | 4 | 6 | 7
CC(=O)NC1C(OCc2ccccc2)OC(CO)C(OC(C)=O)C1OC(C)=O (configuration not stated) | 1 | 2 | 0 | 9 | 4 | 0.0 | 2 | -1 | -1 | -6
CC(/C=C/c1ccccc1F)=N\NC(=O)C(C)C | 5 | 3 | 0 | 7 | 4 | 0.6 | -2 | -1 | -2 | -3
COc1ccc(/C=C(\C#N)C(=O)OCC(=O)NCc2ccccc2OC)cc1 | -7 | -1 | 4 | 2 | -2 | 0.8 | -10 | -4 | 5 | -3
CCOC(=O)c1cc(CC)sc1/N=C/C1C(=O)CC(C)(C)CC1=O | -4 | 5 | -2 | 1 | 2 | 0.1 | 6 | -1 | -4 | -6
COC(=O)c1nc(NC(=O)c2ccccc2)n[nH]1 | 3 | 4 | -2 | 7 | 2 | 0.6 | -8 | -1 | -1 | 2
Fc1ccc(F)c(C2=NNC(=Nc3ccccc3F)SC2)c1 | 1 | -2 | 9 | 5 | 0 | -0.5 | -6 | 0 | -5 | -6
CCCCn1c(N)c(N(CCC(C)C)C(=O)c2sc3nc4n(c(=O)c3c2C)CCC4)c(=O)[nH]c1=O | -5 | 2 | 0 | 0 | -3 | 0.1 | 5 | -1 | 2 | 5

Rewritten with two lines to a compound: part of the list above
Each structure is followed by: DDE Tn6 FP inh	SIAE primary	PRMT1 FP inh	TDP2 inh	TCR CD3 inh	proKLK7 act	DDE Tn7 FP inh	LEDGF integ inh	UHRF1 MBD2 ctr	MBD2 inh
Cc1ccc(-c2nnc(NC(=O)CCS(=O)(=O)c3ccccc3)o2)c(C)c1
 : 7	4	0	-11	-6	0.1	1	-3	3	-2
Cc1ccc(S(=O)(=O)c2nc(-c3ccco3)oc2NCC2CCCO2)cc1 (configuration not stated)
 : -1	8	8	2	2	-0.1	4	-3	1	-5
Cc1ccc2c(c1)NC(=O)C(CC(=O)NCc1cccnc1)O2 (configuration not stated)
 : -6	2	6	1	4	-0.4	8	-2	-2	-4
C/C(=N\NC(=O)c1ccc(O)cc1)c1ccc2c(c1)Nc1ccccc1S2
 : 7	10	5	-4	-6	1.0	-5	-10	-2	-4
COc1ccc(NC(=O)N(C)C[C@H]2Oc3ccc(NC(=O)NC4CCCCC4)cc3C(=O)N([C@H](C)CO)C[C@@H]2C)cc1
 : 2	1	-3	-5	5	1.2	-3	0	-5	-5
O=S1(=O)N[C@H](Cc2ccccc2)COc2cccc(N3CCN(Cc4ccccc4F)CC3)c21
 : 8	-3	-3	4	-4	0.6	-2	2	0	0
Cc1nnc(SCC(=O)Nc2ncc3c(n2)CCCC3=O)s1
 : -10	-4	4	-10	-2	0.3	5	4	6	7
CC(=O)NC1C(OCc2ccccc2)OC(CO)C(OC(C)=O)C1OC(C)=O (configuration not stated)
 : 1	2	0	9	4	0.0	2	-1	-1	-6
CC(/C=C/c1ccccc1F)=N\NC(=O)C(C)C
 : 5	3	0	7	4	0.6	-2	-1	-2	-3
COc1ccc(/C=C(\C#N)C(=O)OCC(=O)NCc2ccccc2OC)cc1
 : -7	-1	4	2	-2	0.8	-10	-4	5	-3
CCOC(=O)c1cc(CC)sc1/N=C/C1C(=O)CC(C)(C)CC1=O
 : -4	5	-2	1	2	0.1	6	-1	-4	-6
